ZTA DNA inh – counter-screen for EBNA-1 inhibitors: inhibitors of Epstein-Barr virus ZTA. ZTA-DNA binding, fluorescence polarization. hit rate 0.15% among 320,000. inhibition, % at 11 µM; in the data active = inhibition above about 33%
EBNA-1 inhibitor – EBNA-1 DNA-binding inhibitors, primary screen, biochemical, fluorescence polarization. inhibition, % at 14.8 µM. hit rate 0.34% among 300,000; in the data active = inhibition above about 28%
AHR act – AHR activators, primary screen, cell-based, luminescence, luciferase reporter, human; Aryl hydrocarbon receptor (Homo sapiens), P35869; AHR-responsive luciferase reporter cells; activation, % at 5 µM; hit rate 2.5% among 320,000; AID 2796, 2010; in the data active = activation above about 47%;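 also: 0% = vehicle wells and 100% = reference agonist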
procasp3 activ – activators of human procaspase-3 D3A mutant, primary screen, biochemical, absorbance, PC-3 D3A mutant, single concentration | hit rate 0.11% among 330,000 | Caspase-3 (Homo sapiens), P42574 | recombinant procaspase-3 D3A, Ac-DEVD-pNA absorbance 405 nm | activation, % at 8.5 µM | AID 463141, 2010;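 active = activation above the mean of all tested compounds plus 3 SD, cut at about 21% in these data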;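 also: 0% = DMSO alone and 100% = DMSO wells spiked with extra 5 µM PC-3 D3A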
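Assay system: Autoprocessing-dead procaspase-3 D3A mutant enzyme; also added: Ac-DEVD-pNA; doses: one concentration, 8.5 µM nominal, 0.8% DMSO; times: 1 h compound preincubation, 2 h substrate hydrolysis at 25 °C; technique: 405 nm absorbance of p-nitroaniline, reads at 0 and 120 min; measure: % activation between DMSO and enzyme-spiked controls; repeats: single replicate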
proCasp7 act – procaspase-7 activators, primary screen, counter-screen for procaspase-3 activator project, biochemical, absorbance, HTS, human | AID 463210, 2010 | activation, % at 8.5 µM | hit rate 0.093% among 330,000 | recombinant procaspase-7, Ac-DEVD-pNA absorbance 405 nm; D23A/D198A/D206A triple mutant, cannot self-cleave; scale: DMSO 0, 5 µM enzyme 100;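 active = percent activation above the screen-wide mean plus 3 SD, cut at about 25% in these data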
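Material: Procaspase-7 triple mutant (PC-7 D3A) | Quantity: 2 µM procaspase-7 mutant as dispensed | Reagent: DEVD-pNA substrate | Times: 1 h preincubation, 2 h reaction | Technique: 405 nm absorbance of p-nitroaniline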
RPL19A-GFP yeast – RPL19A-GFP expression modulators in yeast, primary screen, cell-based, S. cerevisiae, multiplex flow cytometry, MLPCN | S. cerevisiae RPL19A-GFP strain, 3 h; active compounds read low | percent response vs DMSO, % at 10 µM | hit rate 0.3% among 330,000 | AID 2025, 2009;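 active = percent response vs DMSO below 50%; inconclusive = fewer than 70 events counted for the yeast strain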;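 also: median channel GFP fluorescence of the barcoded RPL19A-GFP strain; ratio of sample median GFP to plate DMSO average so 100% = DMSO; lower means less RPL19A-GFP as with rapamycin TOR inhibition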
LAP4-GFP MLPCN – modulators of LAP4-GFP expression in yeast, primary screen, S. cerevisiae, multiplex flow cytometry, MLPCN library. 3 h; median GFP as percent of DMSO wells. hit rate 0.34% among 320,000. AID 2023, 2009. GFP response vs DMSO, % at 10 µM;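 active = GFP response vs DMSO above a set limit, about the screen mean plus 3 SD, cut at about 150% in these data; inconclusive = under 70 cell events counted for the yeast strain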
MEP2 TOR yeast – modulators of MEP2-GFP levels in yeast, primary screen, S. cerevisiae, multiplex flow cytometry, MLPCN library; GFP response vs DMSO, % at 10 µM; S. cerevisiae MEP2-GFP strain, 3 h; 100% = DMSO control level; hit rate 0.51% among 330,000; AID 2016, 2009;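 active = GFP response versus DMSO above a set limit, roughly screen mean plus 3 SD, cut at about 180% in these data; inconclusive = fewer than 70 cells counted for a yeast strain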;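 also: median GFP fluorescence of the barcode-gated MEP2-GFP cells per well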
Numbers without * were called inactive; ? = inconclusive; . = not tested or not shown; [ ] = dose if it differs, or a comment.

SMILES	ZTA DNA inh	EBNA-1 inhibitor	AHR act	procasp3 activ	proCasp7 act	RPL19A-GFP yeast	LAP4-GFP MLPCN	MEP2 TOR yeast
Cc1ccccc1NS(=O)(=O)c1csc(C(N)=O)c1	-6	-11	-1	-11	4	109	104	110
COc1ccc(-c2noc(CCC(=O)N3CCN(c4cc(C)ccc4C)CC3)n2)cc1	4	-9	6	13	5	96	99	100
O=C(Nc1ccn(-c2ccccc2)n1)c1ccccc1Br	14	8	4	-1	8	100	97	91
CC(C)OC(=O)Nc1ccc(-c2ccc(NC(=O)OC(C)C)cc2Cl)c(Cl)c1	3	5	-2	4	4	107	93	106
Cc1nn(-c2ccc(Cl)cc2)c(Cl)c1/C=N/NC(=O)c1ccc(NS(=O)(=O)c2cccs2)cc1	-2	-4	16	2	4	99	104	99
C/C(=N\Nc1ccc([N+](=O)[O-])cc1)c1ccco1	-4	13	-3	-14	-9	109	94	97
CCSC1=NC(=O)/C(=C2/C=Cc3ccccc3N2CC)S1	8	-4	5	-10	-20	99	107	100
CCCCn1c(=O)c(C(=O)N/N=C/c2ccc(F)cc2)c(O)c2ccccc21	-1	5	-2	5	1	102	101	105
COc1cc(NC(=O)COc2cc(O)c3c(c2)OC(C)(C)CC3=O)cc(OC)c1	15	3	1	-7	-19	95	103	112
CCOC(=O)c1cc(C(=O)Nc2sc3c(c2C#N)CCCC3)nn1C	-7	6	2	-4	-4	105	79	97
COc1cccc(NC(=O)CN(C)CC(=O)Nc2ccc3c(c2)OCO3)c1	.	.	4	-2	3	98	91	97
CC(C)OC(=O)CSc1nc(N)c(C#N)cc1C#N	-6	-6	10	-6	-4	98	95	99
CCOCCCNC(=O)CCCC1=NS(=O)(=O)c2ccccc2N1	1	4	-1	8	17	103	106	123
COc1ccc(-n2c(CNC(=O)c3ccc(S(=O)(=O)N4CCCC4)cc3)n[nH]c2=S)cc1	-4	-2	0	7	-2	98	98	92
CCc1ccc2c(c1)C(C)=CC(C)(C)N2	-4	2	-2	3	4	99	99	101
COc1ccc(C(C)=O)cc1CSc1nncn1C	7	-13	-1	1	5	104	99	98
Cc1ccc(-n2c(CNc3ccc(C)c(Cl)c3)n[nH]c2=S)cc1	3	4	14	-11	-13	109	103	99
CCOC(=O)c1sc(=S)n(-c2ccc3c(c2)OCO3)c1N	-14	0	13	-9	-20	95	109	106
Cc1cc(C(=O)Nc2ccc(F)cc2C)n(-c2ccccc2)n1	4	-1	1	3	15	95	98	95
COc1cccc(CN(C)C(=O)c2cccc(OC3CCN(C4CCCC4)CC3)c2)c1	-1	0	2	2	3	93	92	96
C[C@H](CO)N1C[C@H](C)[C@@H](CN(C)S(=O)(=O)c2cn(C)cn2)Oc2c(NS(=O)(=O)c3ccc(F)cc3)cccc2C1=O	.	.	-2	5	-3	96	87	88
CCOC(=O)CC(NC(=O)c1ccc(C)cc1)c1ccc(C)cc1 (stereo not given)	2	15	-1	2	2	104	102	100
O=C(c1cc(COc2ccc(F)cc2Cl)on1)N1C[C@H]2CC[C@H]1C2	13	5	-10	0	-9	113	104	114
CCOc1ccc(N(CC(=O)N2CCOCC2)S(=O)(=O)c2ccc(F)cc2)cc1	4	-6	-3	0	7	101	98	102
CCOC(=O)Nc1ccc2c(c1)N(C(=O)CCN1CCN(CCO)CC1)c1ccccc1CC2	1	3	-3	0	6	101	102	101
CC(C)CNC(=O)C1c2ccccc2Oc2ccccc21	-4	-7	0	0	8	109	118	101
Cc1ccn(S(=O)(=O)c2ccc(N3CCCC3=O)cc2)n1	13	-9	2	6	1	105	95	102
O=C(Nc1ccc2oc(-c3ccccc3F)nc2c1)c1cncc(Br)c1	1	0	-14	0	-4	98	104	101
Cc1ccc(S(=O)(=O)N2CCN(S(=O)(=O)c3ccc(C)cc3)C3OCCOC32)cc1 (stereo not given)	-4	-7	-4	0	-10	.	96	100
COc1cccc(-c2sc3ccc(OC)cc3c2C#CCCO)c1	0	.	69*	12	6	98	111	89
Cc1ccc(-n2c(SCc3cn4ccsc4n3)nc3ccccc3c2=O)cc1	4	-3	3	-1	3	95	93	96
COc1cc(C(C)=O)ccc1O	-6	-7	3	9	-6	98	106	93
CCN(CC)C(=O)C1CCN(S(=O)(=O)c2ccc3c(c2)CCCN3C(=O)C2CCC2)CC1	-3	-6	1	-1	-1	98	97	104
O=C(O)CC(CC(=O)Nc1nncs1)c1ccccc1 (stereo not given)	-2	3	1	7	2	98	102	104
Cc1cccc(/C=C/c2onc(C)c2S(=O)(=O)N2CCC(C(=O)N3CCC(C)CC3)CC2)c1	0	-6	0	-1	1	97	93	104
O=C(N/N=C/c1ccc([N+](=O)[O-])o1)C1CC1	11	-5	9	4	3	96	113	109
COC(=O)c1c(C)[nH]c(C(=O)/C=C/c2ccccc2)c1C	10	8	1	4	2	98	103	111
Cc1cccc(C)c1NC(=O)CNC(=O)C(C)N1CCCCC1 (stereo not given)	-5	.	1	12	1	90	91	92
CC(=O)N1CCc2cc(NS(=O)(=O)c3cccs3)ccc21	7	-1	2	-2	3	105	115	121
CCOC(=O)CCCCNCc1ccccc1	-10	-10	0	5	7	103	103	97
O=S(=O)(Cc1ccccc1)NCCc1ccc(F)cc1	-14	-3	-3	1	5	103	90	106
COc1ccc(/C=C/C(=O)OCC(=O)Nc2ccc(N3CCOCC3)cc2)cc1OC	13	-3	3	2	-1	99	105	97
C=CCOn1c(=O)c(-c2ccc(C)cc2)[n+]([O-])c2ccccc21	-3	1	24	-1	10	105	88	101
Cc1ccc(NS(=O)(=O)c2ccc(Cl)s2)nc1	-10	-8	-1	0	-1	97	92	97
CCCN(CCC)S(=O)(=O)c1ccc(C(=O)Nc2ccc(OCC(=O)N3CCOCC3)cc2)cc1	3	-8	0	7	-5	100	94	94
Cc1nn(C)c(=O)c(N)c1-c1cc(-c2ccc(Cl)c(Cl)c2)n[nH]1	7	-7	-2	17	-4	97	104	89
Cc1ccccc1-n1c(SC(C)C(N)=O)nnc1-c1cccnc1 (stereo not given)	6	-1	1	3	10	96	99	101
CC(=Nc1cccc(C)c1)c1sc2ccccc2c1O	-12	-3	45	-14	-22	96	105	97
CC(C)OCCCNc1ncnc2c1[nH]c1ccccc12	-9	-7	28	7	4	104	106	108
COC(=O)c1ccc(NC(=S)NC2CC3CCC2C3)cc1 (stereo not given)	-8	10	1	-2	-9	106	104	100
Cc1nn(-c2ccccc2)c(N2CCCC2)c1/C=C1\N=C(c2ccccc2)OC1=O	-6	6	-1	2	-4	104	86	108
CCC1CCCCN1CCCNC(=O)Cn1cc2c(n1)-c1c(oc(C(=O)N3CCCC3)c1C)CC2 (stereo not given)	-10	-14	1	-1	-2	96	94	98
COc1ccc(/C=C(/NC(=O)c2cccc([N+](=O)[O-])c2)C(=O)O)cc1	13	12	-1	6	-6	?	81[may fluoresce red]	84[may fluoresce red]
COc1ccc(CNC(=O)Cn2nc(C)c3c(C)n(-c4ccc(C)cc4)nc3c2=O)cc1OC	1	-3	1	-3	12	101	94	102
Cc1ccc(S(=O)(=O)Nc2cccc(C(=O)NCC(c3ccco3)N(C)C)c2)cc1F (stereo not given)	7	-6	-1	-2	3	98	95	100
Cc1ccccc1N(CC(=O)NCCSC1CCCCC1)S(=O)(=O)c1ccccc1	13	2	-2	3	-2	102	94	99
CCCN(CC(=O)Nc1ccccc1OC)C(=O)CSc1nc(C)cc(C)n1	1	3	5	6	-6	98	96	105
COCCn1c(=O)[nH]c2cc(C(=O)N3CCN(c4ccccc4F)CC3)ccc2c1=O	10	3	0	7	-11	95	114	100
O=C(NCCc1ccc(Cl)cc1)C1(c2ccccc2)CC1	-13	-10	-18	0	-11	105	92	102
Cc1cc2oc(C(=O)Nc3cccnc3)c(C)c2cc1C	10	9	30	2	-4	95	104	85
Cc1ccc(C(=O)N2CCN(c3ccc(NC(=O)c4cccnc4Cl)cc3)CC2)cc1	-6	-4	1	-8	-7	103	108	107
CC(C)=CC1C(C(=O)NCCOc2ccccc2)C1(C)C (stereo not given)	-6	5	-1	-5	7	95	96	100
O=C(Nc1ccc(Br)cc1)C1CCN(c2cnccn2)CC1	3	-2	-2	-3	-2	97	90	84

Some of the entries above in another layout:
Values in the order: ZTA DNA inh	EBNA-1 inhibitor	AHR act	procasp3 activ	proCasp7 act	RPL19A-GFP yeast	LAP4-GFP MLPCN	MEP2 TOR yeast
COc1cccc(NC(=O)CN(C)CC(=O)Nc2ccc3c(c2)OCO3)c1
 : .	.	4	-2	3	98	91	97
CC(C)OC(=O)CSc1nc(N)c(C#N)cc1C#N
 : -6	-6	10	-6	-4	98	95	99
CCOCCCNC(=O)CCCC1=NS(=O)(=O)c2ccccc2N1
 : 1	4	-1	8	17	103	106	123
COc1ccc(-n2c(CNC(=O)c3ccc(S(=O)(=O)N4CCCC4)cc3)n[nH]c2=S)cc1
 : -4	-2	0	7	-2	98	98	92
CCc1ccc2c(c1)C(C)=CC(C)(C)N2
 : -4	2	-2	3	4	99	99	101
COc1ccc(C(C)=O)cc1CSc1nncn1C
 : 7	-13	-1	1	5	104	99	98
Cc1ccc(-n2c(CNc3ccc(C)c(Cl)c3)n[nH]c2=S)cc1
 : 3	4	14	-11	-13	109	103	99
CCOC(=O)c1sc(=S)n(-c2ccc3c(c2)OCO3)c1N
 : -14	0	13	-9	-20	95	109	106
Cc1cc(C(=O)Nc2ccc(F)cc2C)n(-c2ccccc2)n1
 : 4	-1	1	3	15	95	98	95
COc1cccc(CN(C)C(=O)c2cccc(OC3CCN(C4CCCC4)CC3)c2)c1
 : -1	0	2	2	3	93	92	96
C[C@H](CO)N1C[C@H](C)[C@@H](CN(C)S(=O)(=O)c2cn(C)cn2)Oc2c(NS(=O)(=O)c3ccc(F)cc3)cccc2C1=O
 : .	.	-2	5	-3	96	87	88
CCOC(=O)CC(NC(=O)c1ccc(C)cc1)c1ccc(C)cc1 (stereo not given)
 : 2	15	-1	2	2	104	102	100
O=C(c1cc(COc2ccc(F)cc2Cl)on1)N1C[C@H]2CC[C@H]1C2
 : 13	5	-10	0	-9	113	104	114
CCOc1ccc(N(CC(=O)N2CCOCC2)S(=O)(=O)c2ccc(F)cc2)cc1
 : 4	-6	-3	0	7	101	98	102
CCOC(=O)Nc1ccc2c(c1)N(C(=O)CCN1CCN(CCO)CC1)c1ccccc1CC2
 : 1	3	-3	0	6	101	102	101
